aSyn rescue = alpha-synuclein toxicity inhibition in yeast | Yeast expressing alpha-synuclein, growth rescue, BacTiter-Glo, 24 h | AID 652106 | 370,000 tested, 0.14% active | Potency, µM (titrated, usually from 46.1 µM), for inactives: at the top dose growth rescue (activation), hits mostly activators; also: % of control where 0% means no effect; nearly all actives have a fitted effect of over 65% in size
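Screening used galactose-induced yeast with toxic alpha-synuclein levels, exposed to compound for 24 hr at 30 deg C. Cell growth, read with BacTiter-Glo luminescence, gave the measured signal.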
EPAC2 agonist = activates human EPAC2 exchange factor; EPAC2 activation, biochemical qHTS; response scale: 100% = 6.5 mM cAMP response; Potency, µM (highest dose often 154 µM), inactives show top-dose activation, usual class: activators; 360,000 tested, 0.079% active; also: nearly all actives have a fitted effect of over 50% in size
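In this primary screen, activation is scored as increased exchange of BODIPY-GDP from Rap1B by 100 nM EPAC2, with 50 uM GDP as competitor. Signal is normalized to the 6.5 mM cAMP agonist control.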
EPAC1 ag = EPAC1 (human) agonism | O95398 | EPAC1 agonist qHTS, biochemical assay; response scale: 100% = response to 6.5 mM cAMP | Potency, µM (doses to about 154 µM), for inactives: at the highest dose activation, usual class: activators | 360,000 tested, 0.073% active | AID 720707; also: nearly all actives have a fitted effect of over 60% in size
Target sequence (O95398 whole entry, looked up): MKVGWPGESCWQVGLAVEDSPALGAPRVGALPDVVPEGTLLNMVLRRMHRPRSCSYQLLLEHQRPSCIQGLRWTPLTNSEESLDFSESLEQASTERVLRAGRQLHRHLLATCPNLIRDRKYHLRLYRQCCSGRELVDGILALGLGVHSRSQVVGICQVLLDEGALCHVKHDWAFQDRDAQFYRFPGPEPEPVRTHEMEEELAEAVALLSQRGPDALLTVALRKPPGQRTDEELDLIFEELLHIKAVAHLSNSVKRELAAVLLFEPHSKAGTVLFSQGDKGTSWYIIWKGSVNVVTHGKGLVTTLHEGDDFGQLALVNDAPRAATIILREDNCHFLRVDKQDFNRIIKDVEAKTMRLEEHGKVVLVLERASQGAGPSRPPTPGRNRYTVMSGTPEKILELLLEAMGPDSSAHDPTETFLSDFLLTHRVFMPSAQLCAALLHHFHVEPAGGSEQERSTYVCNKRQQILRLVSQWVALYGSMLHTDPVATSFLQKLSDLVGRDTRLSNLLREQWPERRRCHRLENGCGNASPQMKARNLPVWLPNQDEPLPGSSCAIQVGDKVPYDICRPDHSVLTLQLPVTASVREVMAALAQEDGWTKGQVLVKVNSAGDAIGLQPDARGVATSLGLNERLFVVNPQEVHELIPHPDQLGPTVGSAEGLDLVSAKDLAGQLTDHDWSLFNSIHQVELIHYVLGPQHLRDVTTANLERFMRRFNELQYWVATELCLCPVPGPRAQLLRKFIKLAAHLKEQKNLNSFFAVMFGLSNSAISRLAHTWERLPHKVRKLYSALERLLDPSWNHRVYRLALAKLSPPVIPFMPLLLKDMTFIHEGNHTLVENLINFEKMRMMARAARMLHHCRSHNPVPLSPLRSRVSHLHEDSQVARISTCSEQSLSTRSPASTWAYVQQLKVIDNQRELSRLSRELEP
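Read-out is the fluorescence drop as BODIPY-GDP leaves Rap1B (480 nm excitation, 540 nm emission), recorded every 5 minutes over 30 minutes. Reactions held 100 nM EPAC1, 250 nM Rap1B–BODIPY-GDP and 50 uM GDP, with 6.5 mM cAMP setting full activation.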
EPAC2 antag = EPAC2 (human) antagonism; AID 720708; 360,000 tested, 0.18% active; Potency, µM (series often up to 114 µM), without a hit: top-dose activity, negative = inhibition, most hits filed as inhibitors; EPAC2 GEF exchange of Rap1B-BODIPY-GDP, fluorescence; Q8WZA2; also: % is scaled to controls: 0 for no effect and ±100 for the full control effect; nearly all actives have a fitted effect of over 45% in size; many of its hits are not listed in these tables
FUS suppressor = rescues growth of FUS-expressing yeast; S. cerevisiae FUS-expressing, growth rescue, OD600, 24 h; Potency, µM (highest dose often 76.6 µM), without a hit: at the top dose growth rescue (activation), usual class: activators; 390,000 tested, 0.24% active; AID 1347120;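 also: plate controls were DMSO vehicle for no effect and reference control for full effect; nearly all actives have a fitted effect of over 55% in size; some results filed as inactive show a strong effect at the top dose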
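Restored growth of FUS-toxic S. cerevisiae, read as 600 nm absorbance after 24 h at 30C in galactose medium (starting OD 0.005). Controls CP55940 and DMSO.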
EPAC1 antag = blocks human EPAC1 exchange factor; EPAC1 GEF assay, Rap1b-BODIPY-GDP exchange fluorescence; Potency, µM (series often up to 115 µM), inactives show at the top dose activity change, negative = inhibition, most hits filed as inhibitors; 360,000 tested, 0.14% active; AID 720709;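 also: plate controls were vehicle for no effect and positive control for full effect; nearly all actives have a fitted effect of over 50% in size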
PTHR1 ag = PTHR1 (human) receptor agonism; HEK293 GP2 PTHR1 cells, GloSensor cAMP luminescence, 1 h; Q03431; 410,000 tested, 0.075% active; AID 743266; Potency, µM (titrated, usually from 115 µM), for the others: top-dose activation, hits mostly activators; also: nearly all actives have a fitted effect of over 55% in size; some results filed as inactive show a strong effect at the top dose; inactives centre near -15; many of its hits are not listed in these tables
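HEK-293-derived GP2 cells expressing PTHR1 and a GloSensor cAMP reporter, 3,000/well, plated overnight, given luciferin plus IBMX (each 0.5 mM as added) for 1 h at 37 °C, then compound for 1 h at 37 °C. Luminescence was read after 15 min at room temperature.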
TDP43 rescue = TDP-43 toxicity inhibition in yeast; TDP-43 expressing yeast growth rescue, BacTiter-Glo, 24 h; 410,000 tested, 1.8% active; Potency, µM (series often up to 46.1 µM), for the others: at the highest dose growth rescue (activation), actives largely listed as activators; also: % of control where 0% means no effect; nearly all actives have a fitted effect of over 50% in size
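Cell-based yeast growth screen: TDP-43 expression induced in galactose, inoculum OD600=0.02 after raffinose pregrowth to mid-log. Read-out BacTiter-Glo luminescence at 24 hr, 30 deg C; inhibition of toxicity seen as signal increase.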
Starred values were filed as active, the others as inactive; i = inactive; ? = inconclusive; nt = no result given; [ ] = dose if it differs, or a comment. Calls follow the shape of the dose curve; as a rule, active = well fitted curve in the direction sought with a large enough effect; inconclusive = small, poorly fitted or top-dose-only effect, or another doubt; inactive = no such curve, though single readings can be large; an effect the other way counts as inactive or inconclusive. Potency is read from the fitted curve at half-maximal effect.

SMILES | aSyn rescue | EPAC2 agonist | EPAC1 ag | EPAC2 antag | FUS suppressor | EPAC1 antag | PTHR1 ag | TDP43 rescue
Cc1oc2cc3oc(=O)c(CC(=O)O)c(C)c3cc2c1-c1ccccc1 | 14% | 3% | 0% | ? | 9% | 13% | -47%[inhibitor] | -8%
Cc1ccc(NC(=O)NC2CC(=O)N(c3ccc4c(c3)OCCO4)C2)cc1C (centres undefined) | -1% | 6% | 5% | -15% | 4% | 11% | -10% | -5%
C/C(N)=C(/C#N)C(=O)CSc1nc2ccccc2c(=O)n1-c1ccccc1C | -2% | 14% | 7% | ? | 6% | -22% | -28% | 11%
COc1ccc(C2(C)NC(=O)N(CC(=O)Nc3ccc4c(c3)CCC4)C2=O)cc1OC (centres undefined) | 2%[1.84 µM] | 10% | 2% | -8% | 36% | 1% | -31%[inhibitor] | 8%
CCOc1cc(N2CCOCC2)c(OCC)cc1NC(=O)CSc1nccc(C)n1 | 8% | 8% | 4% | 1% | 8% | -9% | i | 8%
CC(C)(C)N1CC(OC(N)=O)C1 | 1% | 0% | 12% | 7% | -4% | 17% | -17% | 12%
O=C(NCc1nc2ccccc2[nH]1)C1=C[C@H](C2CC2)C[C@H](OCCCCO)O1 | -3% | -1% | -13% | 8% | 0% | -22% | -8% | -3%
COCCn1c(SCC(=O)Nc2ccc(F)cc2F)nc2c([nH]c3ccccc32)c1=O | 17% | -2% | -8% | -1% | 9% | -8% | -2% | 12%
CN1C(=O)CS(=O)c2ccc(C(=O)NC3CC3)cc21 (centres undefined) | 4% | 6% | -3% | -12% | -24% | -8% | -18% | 16%
CC(C)(C)CC(=O)NC(=S)Nc1ccccc1[N+](=O)[O-] | 11% | 4% | -5% | 3% | 4% | -14% | -3% | 22%
CCOc1ccccc1NC(=O)C1CCN(S(=O)(=O)c2c(C)nn(C)c2C)CC1 | -4% | -3% | 3% | 4% | 5% | -9% | i | -14%
COCCSc1nc2c([nH]c3ccccc32)c(=O)n1-c1ccc(OC)c(OC)c1 | 19% | nt | nt | nt | ? | nt | -54%[inhibitor] | -3%

Ordered by value in PTHR1 ag (smallest number first): some entries from above
molecule | PTHR1 ag
C/C(N)=C(/C#N)C(=O)CSc1nc2ccccc2c(=O)n1-c1ccccc1C | -28%
CC(C)(C)N1CC(OC(N)=O)C1 | -17%
Cc1ccc(NC(=O)NC2CC(=O)N(c3ccc4c(c3)OCCO4)C2)cc1C (centres undefined) | -10%
O=C(NCc1nc2ccccc2[nH]1)C1=C[C@H](C2CC2)C[C@H](OCCCCO)O1 | -8%
COCCn1c(SCC(=O)Nc2ccc(F)cc2F)nc2c([nH]c3ccccc32)c1=O | -2%

3 entries from above, sorted by SMILES length, falling:
SMILES | aSyn rescue | EPAC2 agonist | EPAC1 ag | EPAC2 antag | FUS suppressor | EPAC1 antag | PTHR1 ag | TDP43 rescue
O=C(NCc1nc2ccccc2[nH]1)C1=C[C@H](C2CC2)C[C@H](OCCCCO)O1 | -3% | -1% | -13% | 8% | 0% | -22% | -8% | -3%
COCCn1c(SCC(=O)Nc2ccc(F)cc2F)nc2c([nH]c3ccccc32)c1=O | 17% | -2% | -8% | -1% | 9% | -8% | -2% | 12%
C/C(N)=C(/C#N)C(=O)CSc1nc2ccccc2c(=O)n1-c1ccccc1C | -2% | 14% | 7% | ? | 6% | -22% | -28% | 11%

Three compounds from above with just EPAC1 ag, EPAC2 agonist and TDP43 rescue.
mol,EPAC1 ag,EPAC2 agonist,TDP43 rescue
Cc1ccc(NC(=O)NC2CC(=O)N(c3ccc4c(c3)OCCO4)C2)cc1C (centres undefined),5%,6%,-5%
C/C(N)=C(/C#N)C(=O)CSc1nc2ccccc2c(=O)n1-c1ccccc1C,7%,14%,11%
COc1ccc(C2(C)NC(=O)N(CC(=O)Nc3ccc4c(c3)CCC4)C2=O)cc1OC (centres undefined),2%,10%,8%

Next structures follow.
SMILES | aSyn rescue | EPAC2 agonist | EPAC1 ag | EPAC2 antag | FUS suppressor | EPAC1 antag | PTHR1 ag | TDP43 rescue
O=C(Nc1ccc(S(=O)(=O)NCC2CCCO2)cc1)c1ccccc1 (centres undefined) | 0% | 9% | -4% | 1% | 20% | -1% | i | -29%
CC1CCCC(NC(=O)COC(=O)/C=C/c2ccc(F)cc2)C1C (centres undefined) | -3% | -8% | 2% | 0% | nt | 7% | i | ?
C[C@H](O)[C@@H]1C(=O)N2CCc3ccc(N4CCN(C)CC4)cc3[C@@H]2C[C@@H]1N(C)C(=O)NC1CCCCC1 | 1% | 7% | 3% | 3% | -13% | 9% | i | 19%
O=C(Nc1cccs1)Nc1c(F)c(F)cc(F)c1F | 0% | 5% | 4% | 11% | nt | 7% | i | 0%
O=C(CSc1n[nH]c(-c2ccccn2)n1)Nc1ccc(F)cc1 | -7% | 3% | 8% | 2% | ? | 12% | i | -2%
Cc1ccc(-c2nn3c(C)nnc3s2)cc1NC(=O)C(C)C | 0% | 5% | 0% | 6% | -19% | -18% | -8% | 4%
Cc1sc2nc(C3CC3)nc(SCC(=O)NCc3ccco3)c2c1C | 14% | -6% | -3% | 5% | 7% | 4% | 3%[57.5 µM] | -37%[inhibitor]
O=C(CCN1CCOCC1)Nc1ccc2c(c1)N(C(=O)CN1CCOCC1)c1ccccc1CC2 | 6% | 13% | 4% | -5% | -7% | 2% | i | -13%
Cc1ccc(N(CC(=O)NC(C)C)C(=O)CCC(=O)Nc2ccccn2)c(C)c1 | 5% | -3% | 5% | -2% | 5% | 0% | -9% | 25%
O=C(CCn1cccc1)Nc1ccc(OC(F)(F)F)cc1 | -21% | -1% | 6% | -16% | -17% | -23% | -10% | 7%
Cc1cccc(-n2c(C)cc(/C=N\NC(=O)c3ccco3)c2C)c1 | 9% | 3% | -9% | -6% | nt | -9% | -16% | 0%
O=[N+]([O-])c1ccc2oc(-c3ccccc3)nc2c1 | 0% | 1% | 1% | 0% | -5% | -3% | -5% | 9%

By substructure, the compounds so far with an aryl methoxy group.
SMILES | aSyn rescue | EPAC2 agonist | EPAC1 ag | EPAC2 antag | FUS suppressor | EPAC1 antag | PTHR1 ag | TDP43 rescue
COc1ccc(C2(C)NC(=O)N(CC(=O)Nc3ccc4c(c3)CCC4)C2=O)cc1OC (centres undefined) | 2%[1.84 µM] | 10% | 2% | -8% | 36% | 1% | -31%[inhibitor] | 8%
COCCSc1nc2c([nH]c3ccccc32)c(=O)n1-c1ccc(OC)c(OC)c1 | 19% | nt | nt | nt | ? | nt | -54%[inhibitor] | -3%

Further results.
SMILES | aSyn rescue | EPAC2 agonist | EPAC1 ag | EPAC2 antag | FUS suppressor | EPAC1 antag | PTHR1 ag | TDP43 rescue
CCOC(=O)c1c(NC(=O)CSc2nc3c(c(=O)n(C)c(=O)n3C)n2CC)sc(C)c1C | 4% | -6% | 5% | -1% | 24% | 3% | -6%[57.5 µM] | -12%
O=C(O)c1cccc(-n2sc3ccccc3c2=O)c1 | 7% | 6% | 8% | 5% | -1% | 0% | -21% | -9%
CCCCN(C(=O)CSCC(=O)Nc1ccc(OC)cc1)c1c(N)n(CCC)c(=O)[nH]c1=O | 0% | 2% | -6% | 3% | 18% | -12% | -11% | 14%
CCOC(=O)N1CCN(c2ccc(S(=O)(=O)N(Cc3ccccc3)Cc3ccccc3)cn2)CC1 | 4% | ? | -3% | 0% | 4% | 4% | -19%[57.5 µM] | -2%
CCOCCn1c(-c2ccc(OC)cc2)nc2ccccc21 | -1% | -12% | -11% | -9% | 4% | 2% | i | 5%
COc1cccc2cc(C(=O)N3CCCc4ccccc43)oc12 | -1% | 6% | 12% | ? | 12% | 11% | -10% | ?
CC(=O)NC(CC(=O)OCC(=O)N1CCN(S(=O)(=O)c2ccc(Cl)cc2)CC1)c1ccccc1 (centres undefined) | -6% | 7% | -4% | 4% | 14% | 3% | -34%[inhibitor] | 7%
O=C(CSc1nc2nn(-c3ccccc3)c(=O)c-2c2n1CCCCC2)c1ccc(O)c(O)c1 | 2% | -5% | 1% | -2% | nt | ? | -5% | 23%
Cn1nc(C(=O)Nc2ccc(-n3cnnn3)cc2)c2ccccc2c1=O | 10% | 4% | -4% | 16% | 6% | 10% | i | -12%
COc1ccc(OC)c(-n2c(SCC(=O)N3CCc4ccccc43)nc3c(c2=O)SCC3)c1 | -9% | 13% | -2% | -12% | 3% | 18% | i | 15%
CN1CCN(CC(=O)Nc2cccc(S(=O)(=O)N(C)c3ccccc3)c2)CC1 | -6% | -3% | -7% | 11% | nt | -3% | i | 20%
CC(=O)Nc1ccc2sn(-c3ccccc3)c(=O)c2c1 | -74%[inhibitor] | 11% | -9% | 3% | -14% | 4% | -13% | -93%[inhibitor]
COc1ccc(-c2nnc(SCC(=O)Nc3ncc(C)s3)n2-c2ccccc2)cc1OC | -11% | -18% | -3% | 1% | 30% | 6% | -18% | 1%
Cc1cccc(C)c1NC(=O)CN(C)C(=O)Cn1c(=O)cnc2ccccc21 | 3% | 6% | 11% | 2% | 4% | 17% | i | 20%
CCOC(=O)CNC(=O)COc1coc(CN2CCN(c3ccccc3)CC2)cc1=O | -2% | 10% | 14% | 17% | 1% | -25% | i | 2%
CSc1n[nH]c(=O)n1C1CCCCC1 | 0% | 6% | -4% | -1% | -6% | 3% | i | 4%
CCOC(=O)c1c(NC(=O)CN2CCOCC2)sc2c1CCCC2 | 18% | -17% | 11% | -26% | 25% | -28% | i | 10%
CCN(CC)C(=O)CSc1n[nH]c(=O)n1CCc1ccccc1 | -4% | 10% | 13% | 8% | -11% | 4% | -6% | -15%
Cc1ccc(-c2c(C(=O)N/N=C/c3ccco3)nnn2-c2nonc2N)cc1 | -6% | 5% | -14% | 10% | 16% | -4% | i | -11%
CN(C)S(=O)(=O)c1ccc2c(c1)N(CC(=O)N1CCC(C(N)=O)CC1)CCS2 | 4% | nt | nt | nt | -14% | nt | i | 22%
FC(F)(F)c1nc2nccnc2[nH]1 | 0% | 0% | -8% | 2% | 5% | 12% | -24% | 4%
COCCN(Cc1ccccc1)C(=O)c1cccc(S(=O)(=O)N2CCN(c3ccccc3)CC2)c1 | 4% | 7% | 0% | 18% | ? | -5% | -90%[inhibitor] | -10%
Cc1cc2sc3ccccc3c(=O)c2c(C)c1O | 15% | 6% | -2% | 3% | 23% | 12% | -27% | 0%
COc1cc2[nH]c(=O)n3nc(-c4ccccc4)nc3c2cc1OC | -2% | -16% | -4% | -2% | -6% | 7% | i | 14%
O=C(CSc1nnnn1Cc1ccccc1)NCCc1ccccc1 | 2% | -1% | -9% | -2% | 9% | 8% | i | 4%

Source: PubChem BioAssay

Not all compounds are listed; count on the stated rates, not on these rows.
